Screens from PubChem.
Tb PGK inh = qHTS Assay to Find Inhibitors of Phosphoglycerate Kinase. PGK/GAPDH coupled, Kinase-Glo luminescence, 60 min. Potency, µM (series often up to 57.5 µM), without a hit: at the top dose activity change, negative = inhibition, actives largely listed as inhibitors. 380,000 tested, 0.043% active; further: on the % scale 0 is the no-effect control and ±100 the full control effect; nearly all actives have a fitted effect of over 60% in size
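Recombinant glycosomal PGK reaction used 1,3-bisphosphoglycerate generated in-well by GAPDH (100nM final) in 100mM TEA pH 7.6, 5mM MgCl2, 0.01% Tween-20. After 60 minutes at room temperature, ATP was read by Kinase-Glo Plus luminescence end-point.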
JMJD2A Tudor = qHTS Assay for Inhibitors of JMJD2A-Tudor Domain; Lysine-specific demethylase 4A (Homo sapiens), O75164; AID 504339, 2011; 390,000 tested, 4.4% active; AlphaScreen JMJD2A-Tudor / H3K4me3 peptide binding; Potency, µM (highest dose often 114 µM), without a hit: top-dose activity change, negative = inhibition, most hits filed as inhibitors; further: on the % scale 0 is the no-effect control and ±100 the full control effect; nearly all actives have a fitted effect of over 50% in size
BAZ2B block = qHTS Assay for Inhibitors of BAZ2B; AlphaScreen BAZ2B-H3K14Ac peptide displacement; Bromodomain adjacent to zinc finger domain protein 2B (Homo sapiens), Q9UIF8; Potency, µM (top dose mostly 114 µM), for inactives: at the highest dose activity change, negative = inhibition, most hits filed as inhibitors; 360,000 tested, 4.4% active; further: on the % scale 0 is the no-effect control and ±100 the full control effect; nearly all actives have a fitted effect of over 60% in size
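AlphaScreen displacement of biotin-H3(5-23)K14Ac peptide (50 nM final) from BAZ2B (50 nM final) in PBS pH 7.4, 0.01% Tween-20; complex preformed 30 min RT, then compounds (top 110 uM) 30 min RT, beads 20 min dark.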
BLM helicase inh = qHTS Assay for Inhibitors of Bloom's syndrome helicase (BLM); recombinant BLM DNA unwinding, fluorescence dequenching; AID 2528, 2010; 350,000 tested, 0.2% active; RecQ-like DNA helicase BLM (Homo sapiens), P54132; Potency, µM (doses to about 56.1 µM), without a hit: at the top dose activity change, negative = inhibition, hits mostly inhibitors;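 further: plate controls were vehicle for no effect and no enzyme for full effect; nearly all actives have a fitted effect of over 35% in size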
HP1b binding inh = HTS for Inhibitors of HP1-beta Chromodomain Interactions with Methylated Histone Tails | Chromobox protein homolog 1 (Homo sapiens), P83916 | AlphaScreen HP1-beta / biotin-H3K9me3 peptide binding | Potency, µM (top dose mostly 114 µM), without a hit: top-dose activity change, negative = inhibition, hits mostly inhibitors | 390,000 tested, 0.56% active | AID 540317, 2011; further: nearly all actives have a fitted effect of over 70% in size; inactives centre near 23
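HP1-beta protein (50 nM final) preincubated 30 min at room temperature with biotinylated H3(1-18)K9me3 peptide (50 nM) in PBS pH 7.4, 0.01% Tween-20, then compound added for 30 min. AlphaScreen streptavidin donor/nickel chelate acceptor beads (10 ug/mL final), 30 min dark, luminescence read.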
Pin1 inh = qHTS Assay to Find Inhibitors of Pin1 | Pin1 FP peptide displacement, HiFluor488, 10 min | Peptidyl-prolyl cis-trans isomerase NIMA-interacting 1 (Homo sapiens), Q13526 | Potency, µM (series often up to 115 µM), for inactives: at the top dose activity, negative = inhibition, most hits filed as inhibitors | 390,000 tested, 0.009% active; active means well fitted inhibition curve with a large enough effect in the polarisation, with a control signal flat, not every such curve was filed as active; inconclusive means small, poorly fitted or top-dose-only effect, or effect the other way, or a change in a side signal; inactive means no such curve, though single readings can be large or run the other way; the % refers to the polarisation; further: on the % scale 0 is the no-effect control and ±100 the full control effect
Pol iota inh = qHTS for Inhibitors of Polymerase Iota | 390,000 tested, 1% active | Potency, µM (top dose mostly 115 µM), for the others: top-dose activity, negative = inhibition, usual class: inhibitors | DNA polymerase iota (Homo sapiens), Q9UNA4 | Pol iota fluorescent replication assay, 10 min
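Fluorescent replication assay read twice, at 0 min and 10 min after adding 50 nM (final) substrate. Enzyme (10 nM) and compounds were first incubated 15 min at room temperature; enzyme-free buffer wells were negative controls.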
GLS inh = qHTS for Inhibitors of Glutaminase (GLS) | Glutaminase kidney isoform, mitochondrial (Homo sapiens), O94925 | GLS enzymatic activity, qHTS titration | Potency, µM (series often up to 45.5 µM), for the others: top-dose activity change, negative = inhibition, usual class: inhibitors | 410,000 tested, 0.21% active | AID 624170, 2012; further: on the % scale 0 is the no-effect control and ±100 the full control effect
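hKGA in 45 mM KH2PO4 (pH 8.2), 0.02% Tween-20 with compound, then 1mM L-Glutamine (stock as added) plus glutamate oxidase/HRP/Amplex red coupling mix. Fluorescence read initially and after 30 min at RT; signal change reflects glutamate formation.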
G9a inh = qHTS Assay for Inhibitors of Histone Lysine Methyltransferase G9a. Histone-lysine N-methyltransferase EHMT2 (Homo sapiens), Q96KQ7. G9a H3K9 monomethylation, AlphaScreen, 2 h. Potency, µM (titrated, usually from 102 µM), inactives show at the highest dose activity, negative = inhibition, most hits filed as inhibitors. 350,000 tested, 8.8% active. AID 504332, 2011; further: on the % scale 0 is the no-effect control and ±100 the full control effect; nearly all actives have a fitted effect of over 75% in size
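AlphaScreen read-out: biotin-H3K9 peptide (500 nM) methylation by 20 nM enzyme with 20 uM SAM, 2 h at room temperature after 15 min compound preincubation; anti-monomethyl H3K9 antibody plus donor/acceptor beads, 10 min dark.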
Active calls of the source: *; i = inactive; u = inconclusive; x = no result given; [ ] = remark or other dose. Unless noted, the call rests on the fitted dose curve; in most records, active means well fitted curve in the direction sought with a large enough effect; inconclusive means small, poorly fitted or top-dose-only effect, or another doubt; inactive means no such curve, though single readings can be large; an effect the other way counts as inactive or inconclusive. Potency means the concentration at half of the fitted maximal effect. These rows are one share of the data; count on the stated rates, not on these rows.

SMILES	Tb PGK inh	JMJD2A Tudor	BAZ2B block	BLM helicase inh	HP1b binding inh	Pin1 inh	Pol iota inh	GLS inh	G9a inh
COc1ccc(C(=O)N(C)C2CCCc3ccccc32)cc1OC1CCN(C(C)C)CC1 (stereo unspecified)	6%	-31%	-11%	4%	26%	0%	0%	0%	16%
Cc1c(NC(C)c2ccccc2O)c(=O)n(-c2ccccc2)n1C (stereo unspecified)	0%	-15%	10%	0%	17%	-13%	-9%[58.9 µM]	39%[activator]	-9%[12.7 µM]
CCOC(=O)N1CCN(C(=O)Cc2ccc(Cl)cc2)CC1	-3%	3%	4%	-2%	35%	-6%	20%	-2%	-31%
CC(=O)Nc1cccc(NS(=O)(=O)c2c(C)noc2C)c1	-5%	-8%	x	x	28%	4%	17%	0%	x
Cc1ccc(C(=O)CSc2nnc(N)s2)c(C)c1	-3%	-17%	-4%	0%	22%	0%	117%[activator]	-4%	-32%
COCCCN(C(=O)CSCc1c(C)noc1C)c1c(N)n(Cc2ccccc2)c(=O)[nH]c1=O	-11%	-8%	0%	x	20%	4%	19%	-6%	-37%
Cc1ccc(NC(=O)C2CCCN(S(=O)(=O)c3ccc4[nH]c(=O)ccc4c3)C2)c(C)c1 (stereo unspecified)	-7%	-6%	9%	-6%	29%	25%	-19%	-6%	x
O=S(=O)(c1ccc(F)c(F)c1F)N1CCN(C(=S)NC2CC3CCC2C3)CC1 (stereo unspecified)	-9%	7%	3%	-5%	29%	7%	-11%	1%	u
Cc1ccc(NC(=O)Cc2noc3ccccc23)nc1	-2%	-9%	-5%	3%	9%	-1%	13%	-2%	9%[59 µM]
COc1cccc(NC(=O)C2CCC(CNS(=O)(=O)c3csc(C(N)=O)c3)CC2)c1 (stereo unspecified)	i	-9%	3%	0%	25%	-3%	26%	7%	-1%[59 µM]
Cc1cc(/C=C(\C#N)C(=O)NCc2cccs2)c(C)n1-c1ccccc1F	8%	-8%[11.4 µM]	-27%	-8%	-23%	28%	-4%	10%	-33%
CC(C)N(Cc1ccccc1)C(=O)CC(=O)N(Cc1ccccc1)C(C)C	-4%	-13%	-16%	-3%	7%	6%	34%[activator]	3%	5%
CC(C)C(C(=O)Nc1ccncc1)c1ccc(Cl)cc1 (stereo unspecified)	i	-18%	-9%	-4%	22%	-7%	-19%	5%	x
COc1cccc(C2CC(=O)Nc3cc(OC)c(OC)c(OC)c32)c1OC (stereo unspecified)	-2%	-14%	-12%	-2%	19%	-3%	19%	-2%	-6%[59 µM]
O=C(Nc1ccc(Cc2ccncc2)cc1)c1cccc([N+](=O)[O-])c1	i	-34%	u	-11%	4%	-13%	-9%	-7%	u
CC1(c2ccccc2)NC(=O)N(CC(=O)Nc2ccc(S(N)(=O)=O)cc2)C1=O (stereo unspecified)	2%	-5%	3%	-1%	11%	4%	107%[activator]	-3%	3%
COc1ccc(CN2CCN(C(=O)c3ccccc3F)CC2)c(OC)c1OC	16%	1.8µM*	x	x	u	3%	42%[activator]	-4%	x
CCN(CC)CCN1C(=O)c2oc3ccc(F)cc3c(=O)c2C1c1ccncc1 (stereo unspecified)	2%	-14%	u	-1%	11%	-5%	-7%	6%	-198%[59 µM]
COc1ccc(S(=O)(=O)N2N=C(c3cccc(NS(C)(=O)=O)c3)CC2c2ccco2)cc1 (stereo unspecified)	-6%	3%	-30%	-9%	66%[activator]	-2%	9%	1%	45µM*
C=CCc1ccc2oc(C(=O)OCC)cc(=O)c2c1O	-6%	-11%	-28%	-1%	5%	0%	112%[activator]	-7%	-6%
Cc1noc(C)c1CSCC(=O)OCc1nnc(-c2ccc([N+](=O)[O-])cc2)o1	3%	-30%	x	x	1%	2%	50%[activator]	13%	x
COc1ccc(N2C(=NC(=O)c3ccc(Br)cc3)SC3CS(=O)(=O)CC32)cc1 (stereo unspecified)	0%	-1%	10%	x	31%	7%	4%	3%	-2%[12.7 µM]
CCn1c(=O)c(CCC(=O)NCC2CCCO2)c(C)c2c(C)nn(-c3ccccc3)c21 (stereo unspecified)	-1%	-5%	-11%	1%	59%[activator]	5%	16%	-1%	49%[activator]
CC(C)(C)NC(=O)NC(=O)COC(=O)c1cc(=O)[nH]c2ccccc12	2%	-13%	8%	-3%	33%	1%	14%	-5%	8%[59 µM]
COc1ccc(-c2csc3nc(C)nc(N4CCC(C)CC4)c23)cc1OC	-4%	-23%	u	-11%	-12%	1%	53%[activator]	17%	25%[59 µM]
COc1cccc(COC(=O)CCNC(=O)c2ccc(Cl)cc2)c1OC	-7%	-8%	4%	x	31%	7%	20%	0%	-21%
O=Cc1c(N2CCSCC2)nc2ccccn2c1=O	9%	-14%	-13%	4%	12%	-5%	155%[activator]	6%	6%
Cn1c(=O)[nH]c(=O)c2c1nc(N1CCOCC1)n2CCCSc1ncccn1	-5%	2%	12%	2%	23%	-1%	0%	3%	7%[59 µM]
CCO[C@@H]1OC(C(N)=O)=C[C@H](c2ccc(C(F)(F)F)cc2)[C@H]1CCCO	-4%	-18%	-7%	-10%	26%	-2%	-10%	0%	-50%[59 µM]
Cc1ccc(NC(=O)CN2C(=O)S/C(=C\c3ccccn3)C2=O)cc1	-5%	-3%	4%	-1%	37%[activator]	2%	56%[activator]	2%	-12%[59 µM]
CC1CC(C)(C)OC(c2ccc(C(C)C)cc2)O1 (stereo unspecified)	3%	6%	x	x	68%[activator]	-6%	29%	-7%	x
COC(=O)C1CSC(C(=O)OC)N1C(=O)CN1CC(C)OC(C)C1 (stereo unspecified)	-2%	-23%	-3%	0%	-2%	-2%	-8%	-13%	10%[59 µM]
Cn1c(=O)c2cc3ccc(Cl)cc3nc2n(C)c1=O	10%	1%	-18%	2%	1%	-2%	9%[58.9 µM]	5%	4%
CN(C(=O)c1ccc(NC(=O)Cc2ccc(NC(=O)C3CCN(C(=O)c4ccccc4)CC3)cc2)cc1)C1CC1	-13%	-20%	7%	x	18%	0%	-29%	1%	8%[0.501 µM]
Cc1nn(C)cc1CNC(=O)Nc1ccc(Br)cc1Cl	2%	-7%	5%	-4%	28%	-1%	26%	2%	2%[12.7 µM]
Cc1nc2cc(O)ccc2n1C	-7%	-15%[57.1 µM]	8%	1%	37%[activator]	3%	15%	0%	-5%[2.33 µM]
Cc1onc(-c2ccccc2Cl)c1C(=O)Nc1ccccc1	-7%	5%	5%	-1%	41%[activator]	0%	6%	7%	-9%[59 µM]
COc1cc(C)nc(NS(=O)(=O)c2ccc(C)cc2)n1	-2%	-3%	-4%	5%	23%	3%	5%	-2%	-10%[59 µM]
COc1cc(C)c(NC(=O)C(=S)N2CCCC2)cc1C	-9%	-15%	-3%	-2%	12%	2%	u	-1%	0%
O=C(O)CN1C(=O)CNC1=O	-5%	-6%	-6%	-5%	23%	-1%	22%	0%	-38%
COc1ccc(C(CNC(=O)c2cc(S(=O)(=O)NCc3ccccc3)ccc2C)N2CCOCC2)cc1 (stereo unspecified)	3%	-16%	11%	x	49%[activator]	8%	58%[activator]	3%	3%
Cc1nc2ncnn2c(C)c1CCC(=O)O	3%	-4%	4%	0%	48%	0%	5%	7%	12%[12.7 µM]
COc1ccc(NC(=O)CC(C)c2ccccc2)c([N+](=O)[O-])c1 (stereo unspecified)	-3%	u	u	-2%	-25%	-14%	7%	-15%	-19%[59 µM]

Six consecutive compounds out of the list so far, for reference:
SMILES	Tb PGK inh	JMJD2A Tudor	BAZ2B block	BLM helicase inh	HP1b binding inh	Pin1 inh	Pol iota inh	GLS inh	G9a inh
Cc1noc(C)c1CSCC(=O)OCc1nnc(-c2ccc([N+](=O)[O-])cc2)o1	3%	-30%	x	x	1%	2%	50%[activator]	13%	x
COc1ccc(N2C(=NC(=O)c3ccc(Br)cc3)SC3CS(=O)(=O)CC32)cc1 (stereo unspecified)	0%	-1%	10%	x	31%	7%	4%	3%	-2%[12.7 µM]
CCn1c(=O)c(CCC(=O)NCC2CCCO2)c(C)c2c(C)nn(-c3ccccc3)c21 (stereo unspecified)	-1%	-5%	-11%	1%	59%[activator]	5%	16%	-1%	49%[activator]
CC(C)(C)NC(=O)NC(=O)COC(=O)c1cc(=O)[nH]c2ccccc12	2%	-13%	8%	-3%	33%	1%	14%	-5%	8%[59 µM]
COc1ccc(-c2csc3nc(C)nc(N4CCC(C)CC4)c23)cc1OC	-4%	-23%	u	-11%	-12%	1%	53%[activator]	17%	25%[59 µM]
COc1cccc(COC(=O)CCNC(=O)c2ccc(Cl)cc2)c1OC	-7%	-8%	4%	x	31%	7%	20%	0%	-21%

Molecules above that have an aryl thioether with sulfur outside any ring:
SMILES	Tb PGK inh	JMJD2A Tudor	BAZ2B block	BLM helicase inh	HP1b binding inh	Pin1 inh	Pol iota inh	GLS inh	G9a inh
Cc1ccc(C(=O)CSc2nnc(N)s2)c(C)c1	-3%	-17%	-4%	0%	22%	0%	117%[activator]	-4%	-32%
Cn1c(=O)[nH]c(=O)c2c1nc(N1CCOCC1)n2CCCSc1ncccn1	-5%	2%	12%	2%	23%	-1%	0%	3%	7%[59 µM]
